High-throughput results deposited in PubChem BioAssay by several laboratories.
Scp-1 inhibitor: inhibitors of human Scp-1 phosphatase; Q9GZU7; Recombinant Scp1, phosphopeptide, malachite green phosphate absorbance; inhibition, % at 20 µM; actives 0.88% (n = 340,000); AID 493091;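 active = inhibition above about 50% at 20 µM, limit read from the data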;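 also: plate controls were DMSO wells with enzyme for no effect and wells lacking enzyme for full effect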
Target sequence (Q9GZU7 76-261 limits assumed): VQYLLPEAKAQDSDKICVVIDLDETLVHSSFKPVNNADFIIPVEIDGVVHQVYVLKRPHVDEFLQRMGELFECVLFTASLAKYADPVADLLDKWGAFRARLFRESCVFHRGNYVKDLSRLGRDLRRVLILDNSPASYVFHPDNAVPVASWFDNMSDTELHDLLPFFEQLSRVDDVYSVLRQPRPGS
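Test system: SCP-1 phosphatase catalytic domain, residues 76-261; measured by: colorimetric phosphate reagent with accelerator and stabiliser, absorbance at 630 nm; timing: enzyme reaction 45 min at room temperature, colour 5 min, stabilisation 30 min; also added: Phosphorylated 17-residue peptide substrate; compound dosing: one concentration, 20 µM, with 1.0% DMSO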
Tb MetRS inh: Trypanosoma brucei MetRS inhibition; actives 0.4% (n = 360,000); purified T. brucei MetRS, ATP depletion, Kinase-Glo luminescence; inhibition, % at 11.9 µM;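 active = inhibition above a per-plate cutoff of the control wells' mean inhibition plus 3 SD, cut at about 5.5% in these data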;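 also: 0% = DMSO wells median and 100% = median of wells with control inhibitor compound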
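Measured by: Kinase-Glo luciferase luminescence reporting remaining unconsumed ATP. Material: purified T. brucei MetRS enzyme. Doses: 11.9 µM compound single dose, 0.9% DMSO. Medium: HEPES buffer containing pyrophosphatase, BSA, spermine, DTT. Times: 15 min preincubation, 2 h reaction, all 25 °C. Reagent: methionine, ATP and bulk E. coli tRNA.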
Neddyl block: blocks human cullin neddylation | P61081+Q13564 | TR-FRET cullin neddylation, biochemical | calls only at 25 µM | actives 0.58% (n = 360,000) | AID 651699; in the data active = inhibition above about 36%
Target sequence (P61081 whole entry, looked up): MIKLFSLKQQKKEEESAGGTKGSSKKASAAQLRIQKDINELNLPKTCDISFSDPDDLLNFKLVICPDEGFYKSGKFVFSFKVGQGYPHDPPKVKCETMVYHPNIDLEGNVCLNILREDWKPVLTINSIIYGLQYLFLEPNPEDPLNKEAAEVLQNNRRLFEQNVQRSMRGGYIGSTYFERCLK
Target sequence (Q13564 whole entry, looked up): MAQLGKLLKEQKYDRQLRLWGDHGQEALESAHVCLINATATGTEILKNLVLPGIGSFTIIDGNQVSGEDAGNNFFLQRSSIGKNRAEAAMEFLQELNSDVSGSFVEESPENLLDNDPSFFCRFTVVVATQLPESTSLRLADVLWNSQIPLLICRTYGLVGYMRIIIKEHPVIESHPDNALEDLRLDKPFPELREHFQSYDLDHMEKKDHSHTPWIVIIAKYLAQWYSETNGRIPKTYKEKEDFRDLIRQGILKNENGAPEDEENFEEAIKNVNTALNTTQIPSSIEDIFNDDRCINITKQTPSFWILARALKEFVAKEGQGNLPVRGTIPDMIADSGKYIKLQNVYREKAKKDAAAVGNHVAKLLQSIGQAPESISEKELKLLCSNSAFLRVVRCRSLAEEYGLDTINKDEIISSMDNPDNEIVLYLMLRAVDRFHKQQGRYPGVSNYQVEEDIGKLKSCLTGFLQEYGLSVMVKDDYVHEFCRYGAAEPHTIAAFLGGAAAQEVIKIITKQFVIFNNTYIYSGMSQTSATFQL
SKN-1 inh: blocks SKN-1 activity in C. elegans | C. elegans VP596 Pgst-4::GFP/RFP ratio, acrylamide-induced, 24 h | inhibition, % at 21.8 µM | actives 0.49% (n = 360,000);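 active = interference check ratio from 0.5 to 1.5 plus GFP to RFP signal ratio inhibition reaching or exceeding a fixed threshold, cut at about 30% in these data, passing the limit was not always enough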; also: some compounds called inactive have numbers as strong as hits
STEP block: inhibitors of human striatal-enriched phosphatase STEP | AID 588621 | recombinant STEP, OMFP fluorogenic substrate, fluorescence | P54829 | inhibition, % at 20 µM | actives 0.25% (n = 360,000);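 active = inhibition at 20 µM, scaled per plate between control wells, above about 37%, limit read from the data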;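 also: 0% = DMSO with enzyme and substrate and 100% = substrate only without enzyme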
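System: isolated STEP enzyme; schedule: 20 min enzyme reaction at room temperature, protected from light; medium: Bis-Tris buffer pH 6.0, 2.5 mM DTT, 0.005% Tween 20; signal: fluorescence, 480/540 nm; dosing: single compound dose of 20 µM, 1% DMSO final; also added: OMFP substrate, 25 µM final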
NRP1-CendR mod: alters CendR peptide binding to human NRP-1 | O14786 | FAM-RPARPAR peptide binding to NRP-1, fluorescence polarization | inhibition, % at 25 µM | actives 0.85% (n = 360,000);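 active = inhibition or corrected inhibition above about 18%, plus a signal ratio from 0.5 to 1.5, limit read from the data, passing the limit was not always enough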; also: strong numbers were not always called active
DNMT1 inh: DNMT1 (human) enzyme inhibition. P26358. DNMT1 molecular beacon, Hinp1I cleavage, fluorescence. inhibition (reported as % activation of signal), % at 10 µM. actives 0.83% (n = 360,000). AID 588458; in the data active = inhibition above about 50%
LMPTP inh: LMPTP (human) inhibition; inhibition, % at 20 µM; AID 651560; P24666; recombinant LMPTP-A, OMFP fluorogenic substrate, fluorescence intensity; actives 0.22% (n = 360,000);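 active = compounds that cut the enzyme signal by at least half of the control window in the single-dose screen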;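 also: plate controls were DMSO wells with enzyme plus substrate for no effect and substrate without enzyme for full effect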
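Test system: LMPTP-A, protein tyrosine phosphatase of low molecular weight; Input: 0.625 nM enzyme; Incubation: 50 min dark incubation at room temperature; Signal: endpoint fluorescence intensity from OMFP dephosphorylation; Read-out basis: % inhibition versus control wells.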
SUMO1-SIM PPI: alters human SUMO1 binding to SIM partners. P63165. SUMO1 binding to a labelled peptide, TR-FRET, 1 h. inhibition, % at 20 µM. actives 0.33% (n = 360,000). AID 602429; in the data active = inhibition above about 37%
Target sequence (P63165 whole entry, looked up): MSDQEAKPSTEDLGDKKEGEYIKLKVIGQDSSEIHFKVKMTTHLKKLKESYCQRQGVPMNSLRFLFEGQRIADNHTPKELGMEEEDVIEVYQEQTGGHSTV
NadD block: inhibitors of Staphylococcus aureus NadD | purified NadD enzyme, colorimetric absorbance read-out | inhibition, % at 20 µM | actives 0.78% (n = 360,000) | AID 602399; in the data active = inhibition above about 26%; also: some compounds past the cut are filed as inactive
Numbers without * were called inactive; i = inactive; x = not tested or not shown; + = active, no number.

SMILES	Scp-1 inhibitor	Tb MetRS inh	Neddyl block	SKN-1 inh	STEP block	NRP1-CendR mod	DNMT1 inh	LMPTP inh	SUMO1-SIM PPI	NadD block
NS(=O)(=O)c1ccc(NC(=O)c2ccc3c(c2)OCO3)cc1	-6	-0.1	i	8	0	1	-2	1.0	3	-5
CN(C)CCCNc1c2c(nc3ccccc13)CCC2	-7	0.1	i	12	0	13	13	42	-42	2
Cc1cn(CC(=O)NCCN2CCOCC2)c(=O)[nH]c1=O	-4	0.6	i	2	-2	14	4	-4.0	5	1
Cc1nn(C)cc1CNC(=O)c1cnn2c(C(F)F)cc(C3CC3)nc12	2	-0.9	i	-5	-4	14	3	-4.3	-3	-2
O=C(ON=C1CCSCC1)c1ccccc1	-7	-0.9	i	-10	-4	4	-1	-1.7	-1	1
Cc1ccc(-c2cc(=O)c3ccccc3[nH]2)cc1	0	-0.2	i	-8	2	4	9	-1.0	-2	0
CCCSCCCNC(=O)Cn1cc2c(n1)CCCCC2	-8	0.1	i	5	-3	2	0	-0.2	3	0
Cc1cccc(NCC(=O)NNC(=S)Nc2ccccc2)c1	-3	-0.8	i	3	5	2	-2	-0.6	1	-1
Oc1ccc(/C=N/Nc2cc(N3CCCC3)nc(N3CCCC3)n2)cc1O	-2	0.1	i	3	3	4	35	3.9	14	36*
CC(C)c1ccc(CNc2nc(NCC3CC3)nc3ccsc23)cc1	x	-0.3	i	12	9	0	-15	15	-13	13
COc1ccc(C(=O)Nc2cccc3cccnc23)cc1OC	-3	-1.1	i	7	-2	0	2	0.4	-17	3
Cc1ccc(NC(=O)/C=C/c2cccc([N+](=O)[O-])c2)nc1	-5	0.5	i	24	2	-10	8	-0.9	1	0
CCCCc1n[nH]c2c1/C(=N/O)CC(c1ccccc1)C2 (centres undefined)	3	-0.9	i	0	-6	9	-1	-2.1	-1	-4
Cc1cc(NC(=O)CSc2nnc(Nc3ccccc3C)s2)no1	-9	0.1	i	-1	3	4	25	-1.0	11	2
Cc1cnn(Cc2ccccc2)c1N	3	-1.7	i	-10	-2	4	-2	-0.6	-8	4
Cc1cc(C(=O)OCC(=O)Nc2cc(S(=O)(=O)N(C)C)ccc2Cl)c2ccccc2n1	-9	-0.7	i	2	2	-10	1	-0.4	-4	-1
CN(Cc1ccncn1)C(=O)CC1C(=O)NCCN1Cc1cccc(Oc2ccccc2)c1 (centres undefined)	-6	0.1	i	-2	-1	-12	-12	-0.2	3	4
CC(C)[C@H](NS(=O)(=O)c1cccc(Cl)c1)C(=O)OCC(=O)NC(=O)CN1CCCC1=O	57*	-0.4	i	9	18	-2	38	9.1	6	-3
CC(C)CNC(CC(=O)Nc1cccc([N+](=O)[O-])c1)C(=O)O (centres undefined)	-3	0.7	i	-7	-3	-8	2	-0.8	-9	-2
COc1ccc(NC(=S)NC(NC(=O)c2cccc(C)c2)C(Cl)(Cl)Cl)c([N+](=O)[O-])c1 (centres undefined)	-12	-0.4	i	2	-6	8	-8	1.5	-23	5
Nc1nccc(/C=C/c2ccc(Cl)cc2)n1	-7	-0.8	+	26	0	-8	5	-1.3	-30	-9
NC(=O)c1ccc(NC(=O)c2cnc3ccccc3n2)cc1	-5	-0.8	i	-5	3	-8	0	0.0	-27	-2
O=C(NCCc1ccccc1)/C(=C\c1ccc([N+](=O)[O-])cc1)NC(=O)c1ccccc1	-6	-2.8	i	-4	-1	-10	3	-0.3	-9	-5
Cc1onc(-c2ccccc2)c1C(=O)OCC(=O)N1CCN(c2ccccc2)CC1	-5	0.1	i	24	0	-2	-1	-0.2	0	-3
O=C1NCC(c2ccccc2)C1C(=O)N/N=C\c1ccc(-c2ccc(Cl)c(Cl)c2)o1 (centres undefined)	-9	0.2	i	-7	-6	0	-3	4.1	-6	27
CC1(C)SC(=S)N(NC(=O)Nc2ccccc2)C1N(O)C(=O)Nc1ccccc1 (centres undefined)	-13	-0.6	i	-7	-4	2	-5	1.4	2	1
COC(=O)c1ccc(-c2ccc(/C=N/N3C(=O)C4C5C=CC(C6CC56)C4C3=O)o2)cc1 (centres undefined)	1	-1.2	i	-15	-3	-17	11	1.3	-18	8
Cc1ccccc1Cn1nnc(-c2cccc(C(=O)O)c2)n1	-7	-0.5	i	-6	2	2	1	-0.8	0	-11
Cc1ccc(CNC(=O)CN2CCN(Cc3ccc(Cl)cc3)C2=O)cc1	-10	-1.2	i	-6	3	5	3	-0.7	-3	-2
CC(Oc1ccc(Br)cc1)C(=O)Nc1nnc(C2CC2)s1 (centres undefined)	-7	-0.4	i	15	1	-10	1	-0.3	6	-4
O=C(NCc1ccccc1Cl)c1csc([C@@H]2O[C@H](CO)[C@H](O)[C@H](O)[C@H]2O)n1	x	-0.2	i	2	0	-2	5	-0.3	-4	3
CC(=O)n1cc(C2C(=O)CCCC2=O)c2ccccc21	-1	-0.1	i	-17	0	8	-3	-1.4	0	-1
CC(C)NC(=O)COc1coc(CN2CCN(c3ccccc3)CC2)cc1=O	-2	-0.4	i	1	-2	23*	4	-2.0	-3	3
COc1ccc(NC(=O)c2ccccc2NC(=O)NC2CCCCC2)cc1	-4	0.1	i	33	5	-4	2	-1.1	0	-2
CC(=O)c1ccc(S(=O)(=O)N2CCN(CC(=O)NC(=O)NC3CCCCC3)CC2)cc1	-2	0.4	i	-9	-1	5	-4	-0.8	-4	-2
CO/N=C(\c1nonc1N)N1CCN(c2ccc(Cl)cc2[N+](=O)[O-])CC1	-14	16*	i	8	2	-8	-6	1.2	-29	-10
CC(=O)Nc1cccc(C(=O)Nc2cc(C(F)(F)F)ccc2-n2cncn2)c1	x	0.9	i	-1	-4	-1	0	-0.3	-5	1
C[C@H]1CN([C@@H](C)CO)S(=O)(=O)c2ccc(Br)cc2O[C@@H]1CN(C)C(=O)CCN1CCCCC1	x	1.1	i	4	2	4	-2	-0.5	3	-6
O=C(Cn1sc2ccccc2c1=O)Nc1ccc(F)cc1	x	-0.6	i	-1	1	-1	4	-2.0	-2	0
COc1cccc(-n2nc(-c3ccnn3-c3ccc(F)cc3)c(=O)n(C)c2=O)c1	-7	-0.7	i	-9	-1	5	-2	0.6	-12	-5

Taken from above.
CC(Oc1ccc(Br)cc1)C(=O)Nc1nnc(C2CC2)s1 (centres undefined) @ Scp-1 inhibitor: -7
O=C(NCCc1ccccc1)/C(=C\c1ccc([N+](=O)[O-])cc1)NC(=O)c1ccccc1 @ SUMO1-SIM PPI: -9

A section taken from the entries so far, as a working copy:
SMILES	Scp-1 inhibitor	Tb MetRS inh	Neddyl block	SKN-1 inh	STEP block	NRP1-CendR mod	DNMT1 inh	LMPTP inh	SUMO1-SIM PPI	NadD block
O=C(Cn1sc2ccccc2c1=O)Nc1ccc(F)cc1	x	-0.6	i	-1	1	-1	4	-2.0	-2	0
COc1cccc(-n2nc(-c3ccnn3-c3ccc(F)cc3)c(=O)n(C)c2=O)c1	-7	-0.7	i	-9	-1	5	-2	0.6	-12	-5

4 entries picked at random from the list so far, as already listed:
SMILES	Scp-1 inhibitor	Tb MetRS inh	Neddyl block	SKN-1 inh	STEP block	NRP1-CendR mod	DNMT1 inh	LMPTP inh	SUMO1-SIM PPI	NadD block
Cc1cn(CC(=O)NCCN2CCOCC2)c(=O)[nH]c1=O	-4	0.6	i	2	-2	14	4	-4.0	5	1
C[C@H]1CN([C@@H](C)CO)S(=O)(=O)c2ccc(Br)cc2O[C@@H]1CN(C)C(=O)CCN1CCCCC1	x	1.1	i	4	2	4	-2	-0.5	3	-6
CN(Cc1ccncn1)C(=O)CC1C(=O)NCCN1Cc1cccc(Oc2ccccc2)c1 (centres undefined)	-6	0.1	i	-2	-1	-12	-12	-0.2	3	4
O=C(NCCc1ccccc1)/C(=C\c1ccc([N+](=O)[O-])cc1)NC(=O)c1ccccc1	-6	-2.8	i	-4	-1	-10	3	-0.3	-9	-5

Some of the entries so far, with two lines to a compound.
Below each SMILES: Scp-1 inhibitor, Tb MetRS inh, Neddyl block, SKN-1 inh, STEP block, NRP1-CendR mod, DNMT1 inh, LMPTP inh, SUMO1-SIM PPI, NadD block
- Cc1cn(CC(=O)NCCN2CCOCC2)c(=O)[nH]c1=O
    -4, 0.6, i, 2, -2, 14, 4, -4.0, 5, 1
- NS(=O)(=O)c1ccc(NC(=O)c2ccc3c(c2)OCO3)cc1
    -6, -0.1, i, 8, 0, 1, -2, 1.0, 3, -5
- COc1ccc(NC(=O)c2ccccc2NC(=O)NC2CCCCC2)cc1
    -4, 0.1, i, 33, 5, -4, 2, -1.1, 0, -2

Other structures follow.
SMILES	Scp-1 inhibitor	Tb MetRS inh	Neddyl block	SKN-1 inh	STEP block	NRP1-CendR mod	DNMT1 inh	LMPTP inh	SUMO1-SIM PPI	NadD block
COC(=O)c1ccc(Cn2c(C)c(C(=O)NCc3ccc([N+](=O)[O-])cc3)sc2=O)o1	x	-0.7	i	-10	2	-11	2	-2.1	-17	-1
C=CCNC(=O)C1CCN(c2ccc(S(=O)(=O)N3CCOCC3)cc2[N+](=O)[O-])CC1	-6	0.1	i	6	-1	11	0	0.1	-15	-5
O=C(CCl)Nc1cccn2ncnc12	1	-0.7	i	14	7	11	-3	-1.2	-2	-5
Cn1c(C(=O)NC2CCCCCC2)cc2c(=O)n(C)c3ccccc3c21	-1	-0.5	i	7	3	-16	-1	0.9	1	0
CC(C)=CCN1CCN(CCC2=C(C)CCCC2(C)C)CC1CCO (centres undefined)	-2	-1.0	i	-11	0	-8	-1	1.7	-2	-7
COc1ccc(N2C(C(C)=O)=NN(c3ccccc3)C2c2cccs2)cc1 (centres undefined)	x	-1.2	i	24	-3	4	-3	0.4	0	6
CCc1cc(=O)[nH]c(SCC(=O)NCc2ccc3c(c2)OCO3)n1	-6	-0.4	i	-10	0	-3	1	-0.3	9	-4
CC(CC(=O)O)CC(=O)Nc1ccc(Br)cc1 (centres undefined)	-3	-0.4	i	-4	-1	6	1	-1.6	0	-5
CO[C@@H]1CN(C)C(=O)c2cc(NC(=O)Nc3cc(F)ccc3F)ccc2OC[C@H](C)N(C(=O)c2ccccn2)C[C@@H]1C	x	3.9	i	-3	x	3	x	-0.2	0	x
O=C1/C(=C/c2ccccc2)NC(=S)N1C(c1ccccc1)c1ccccc1	-5	-0.3	i	10	1	9	7	1.8	-7	5
COc1ccc(O)c(-c2[nH]ncc2C(=O)c2ccccc2C)c1	1	-1.0	i	-1	-2	10	1	-3.6	2	-21
CC1CCN(S(=O)(=O)c2ccc(C(=O)NC3CCS(=O)(=O)C3)cc2)CC1 (centres undefined)	-5	-0.3	i	20	-2	10	-1	-2.0	3	3
O=C(Nc1c(F)cc(F)cc1Br)c1cccnc1	-8	-0.5	i	-5	-1	0	2	0.2	-2	-2
C=CCSc1nnc(-c2c[nH]c3ccccc23)n1CC	-9	2.9	i	1	-1	6	4	0.5	-4	1
